NCI-60 one-dose screen, 48 h, at 10 µM unless noted. Numbers give growth in % (100 = growth as untreated, 0 = no growth, -100 = all killed).
TK-10: TK-10 renal cancer cells. AID 1794769. 81,000 tested, 3.9% active
786-0: 786-0 renal cancer cells | AID 1794775 | 81,000 tested, 5.1% active
NCI-H460: NCI-H460 lung cancer. 82,000 tested, 6.8% active
UO-31: UO-31 renal cancer; 81,000 tested, 5.2% active
NCI-H322M: NCI-H322M lung cancer | AID 1794733 | 80,000 tested, 2.7% active
RXF 393: RXF 393 renal cancer cells. 77,000 tested, 6.9% active. AID 1794773
NCI-H522: NCI-H522 lung cancer | 78,000 tested, 8% active
CAKI-1: CAKI-1 renal cancer. 75,000 tested, 4.7% active. AID 1794772
ACHN: ACHN renal cancer; 81,000 tested, 4.9% active; AID 1794771
The depositor's hits bear a star; / = no result given; & = joins results of further samples. The calls were made as follows: active = growth percent below 10; inactive = the rest.

smiles	TK-10	786-0	NCI-H460	UO-31	NCI-H322M	RXF 393	NCI-H522	CAKI-1	ACHN
O=[N+]([O-])c1ccc2cnn(CSP(=S)(c3ccccc3)c3ccccc3)c2c1	127	88	/	59	93	70	/	81	75
O=C(CCCC1SCC2NC(=O)NC21)NCCCc1cn(CCOCc2ccc(COC(=O)CCCc3ccc(N(CCCl)CCCl)cc3)cc2)nn1 (stereo not drawn)	120	101	101	87	105	105	98	86	100
Oc1ccc(C2(c3ccc(O)cc3)CCCCC2)cc1	92&112	94&114	102&103	91&100	106&98	108	97&103	99&100	92&105
CC12CCC3C(CCC4Cc5[nH]c6ccccc6c5CC43C)C1CCC2O (stereo not drawn)	57	33	5.7*	57	43	-14*	26	45	48
C[N+](C)(C)CCCl	107	108	106	92	120	110	94	102	115
Cc1ccc(N)cc1N	105	/	101	/	112	115	/	106	99
CN1CCCCC1Cc1ccccc1 (stereo not drawn)	113	100	112	87	108	104	103	108	107
CN(C)CC(=O)c1ccc(O)c(O)c1	75	97	111	96	93	/	55	106	90
ClCCN1CCCCC1	102	101	100	95	93	106	98	101	104
C1=NCCCN2CCCCC12 (stereo not drawn)	113	102	99	108	125	110	95	104	106
C[C@]12CCC(=O)C[C@@H]1CC[C@@H]1[C@@H]2CC[C@]2(C)OC(=O)CC[C@@H]12	114	105	122	83	111	119	103	102	108
CCOP(=O)(OCC)C1CCC(=O)O1 (stereo not drawn)	97	98	109	90	102	119	101	109	103
Cc1cccc(C)c1N	103	108	103	84	106	104	99	98	98
Cc1ccccc1N1CCN(C(C)C#N)CC1 (stereo not drawn)	104	87	108	76	105	97	66	95	99
CC(C)=CCc1c2c(c(O)c3c1O[C@]14C(=C[C@@H]5C[C@H]1C(C)(C)O[C@@]4(C/C=C(/C)C(=O)O)C5=O)C3=O)C=CC(C)(C)O2	/	-83*	-67*	-76*	-85*	-86*	-71*	/	-83*
CC(=O)[C@H]1CC[C@H]2[C@@H]3CC[C@H]4C[C@H](N)CC[C@]4(C)[C@H]3CC[C@]12C	83	61	80	63	107	67	77	/	83
COC(=O)[C@@H](C)C[C@H](Cc1ccc2ccccc2c1)NC(=O)c1csc([C@@H](C[C@H](C(C)C)N(C)C(=O)[C@@H](NC(=O)[C@H]2CCCCN2C)C(C)C)OC(C)=O)n1	28	27	24	23	69	49	22	/	4.2*
Nc1nc(N)nc(NC2CC2)n1	/	104	93	93	112	97	/	101	115
COc1ccc(/C=C(\C)[N+](=O)[O-])cc1OC	-69*	-44*	/	-83*	65	/	-69*	-84*	-60*
CCCCCCCC(=O)P(=O)(OCC)OCC	105	/	105	/	128	107	/	101	100
OCCCN1CCN(c2cccc(Cl)c2)CC1	94	102	108	84	86	95	88	86	111
COc1ccc(COC(=O)C2C(C=C(C)C)C2(C)C)cc1 (stereo not drawn)	105	98	108	87	96	97	98	105	99
Nc1nnc(N)n1N	120	98	105	81	102	108	102	95	99
CC12CCC3C(CCC4CC(=C5C=CC=C5)CCC43C)C1CCC2O (stereo not drawn)	124	102	91	92	113	103	76	95	97
CC1=C[C@H]2O[C@@H]3C[C@H]4OC(=O)/C=C\C=C\[C@H]([C@@H](C)O)OCC[C@@H](C)[C@H](O)C(=O)OC[C@@]2(CC1)[C@]4(C)[C@]31CO1	-25*	-43*	-5.9*	-34*	-19*	-74*	-43*	/	-14*
C[C@]12CC[C@H]3[C@@H](C[C@@H]4N=C(c5ccc(O)cc5)S[C@@]45C[C@H](O)CC[C@]35C)[C@@H]1CC[C@@H]2O	89	8.3*	42	9.3*	93	-46*	41	61	46
C[C@H]1CC[C@H]2[C@H](C1)c1c(O)cc(-c3cc4ccccc4s3)cc1OC2(C)C	102	86	88	75	98	81	71	78	84
O=Cc1ccc2c(c1)OCO2	86	104	105	81	102	106	93	98	108
COc1cc([N+](=O)[O-])c2nc(C)ccc2c1[N+](=O)[O-]	122	105	115	75	139	88	87	104	90
OCc1ccc2c(c1)OCO2	92	104	103	88	104	103	91	93	104

Retrieved one by one from above (2):
smiles	TK-10	786-0	NCI-H460	UO-31	NCI-H322M	RXF 393	NCI-H522	CAKI-1	ACHN
COc1ccc(/C=C(\C)[N+](=O)[O-])cc1OC	-69*	-44*	/	-83*	65	/	-69*	-84*	-60*
COc1ccc(COC(=O)C2C(C=C(C)C)C2(C)C)cc1 (stereo not drawn)	105	98	108	87	96	97	98	105	99

(list continues)
smiles	TK-10	786-0	NCI-H460	UO-31	NCI-H322M	RXF 393	NCI-H522	CAKI-1	ACHN
COc1cc(OC)c(S(=O)(=O)N(CCCl)CCCl)cc1C1=NN(C(C)=O)C(c2ccc(Cl)cc2)C1 (stereo not drawn)	109	74	82	47	105	64	87	79	86
COC(=O)C12CC(NC(=O)c3csc([C@@H](C[C@H](C(C)C)N(C)C(=O)[C@@H](NC(=O)[C@H]4CCCCN4C)C(C)C)OC(C)=O)n3)(C1)C2	57	18	5.4*	44	42	/	-24*	/	23
Cc1ccccc1NC(=NCCCN1CC1)Nc1ccccc1C	100	100	82	73	98	85	85	78	90
NP(N)(=O)CCl	96	95	108	100	112	118	74	107	111
CC12CCC3C(CC=C4CC(O)CCC43C)C1C/C(=C\N1CCOCC1)C2=O (stereo not drawn)	96	104	108	79	113	110	83	91	100
Cc1nc(C#N)c(N2C[C@@H]3C[C@@H](C2)c2cccc(=O)n2C3)o1	81	105	109	82	95	102	93	/	107
CCOC(=O)N(CCO)[N+](=O)[O-]	99	94	107	103	106	102	/	99	105
CC1C(c2ccccc2)OC(=O)N1C (stereo not drawn)	101	104	118	96	127	118	110	109	107
COc1cc(C2=NN(C=O)C(c3sc(N(CCCl)CCCl)nc3Cl)C2)cc(OC)c1OC (stereo not drawn)	98	92	96	75	73	109	75	74	90
OOSSOCc1cccc2ccccc12	98	103	104	86	103	100	89	95	107
CCC1=C[C@@H]2CN3CCc4c([nH]c5ccccc45)[C@@](C(=O)OC)(C2)[C@@H]13	116	103	105	76	101	100	94	90	105
O=C(NC(O)C(Cl)(Cl)Cl)NC(O)C(Cl)(Cl)Cl (stereo not drawn)	104	106	115	92	120	115	114	/	106
CC(=O)N(CCc1ccccc1)N=O	110	102	110	76	96	106	98	104	107
Cc1nc2ccccc2c(=O)n1-c1ccc([N+](=O)[O-])cc1	99	95	107	75	101	115	96	86	105
Cc1cc(C)c(Nc2nc3c(s2)CC[C@@]2(C)C3=CC[C@@H]3[C@@H]2CC[C@]2(C)C(=O)CC[C@@H]32)c(C)c1	/	104	106	88	99	113	/	95	103

Single records, from the list above. Order of values: TK-10, 786-0, NCI-H460, UO-31, NCI-H322M, RXF 393, NCI-H522, CAKI-1, ACHN
OOSSOCc1cccc2ccccc12 is entered as 98, 103, 104, 86, 103, 100, 89, 95, 107
CC(=O)N(CCc1ccccc1)N=O is entered as 110, 102, 110, 76, 96, 106, 98, 104, 107

(further entries)
smiles	TK-10	786-0	NCI-H460	UO-31	NCI-H322M	RXF 393	NCI-H522	CAKI-1	ACHN
O=c1oc2ccccc2c(O)c1C(C/C(CCN1CCCC1)=N/O)c1ccccc1 (stereo not drawn)	105	100	107	86	98	107	92	101	110
ClCCN(CCCl)c1ccc(CNc2ccccc2)cc1	92	52	25	45	72	82	67	29	29
CCCCCN(CCCCC)CC(O)c1cc(Cl)c(Cl)cc1C (stereo not drawn)	104	99	95	74	97	/	70	94	88
Cc1ccc(CCN)cc1C	91	104	103	82	102	99	95	88	97
NC(=S)N=Nc1c(O)[nH]c(=O)[nH]c1=O	110	116	101	79	95	102	100	/	76
CC1CCC(OC(C[N+](=O)[O-])C(Cl)(Cl)Cl)CC1 (stereo not drawn)	106	104	104	79	103	103	98	108	107
O=C1/C(=C/c2cn(Cc3ccc(Br)cc3)c3ncccc23)N2CCC1CC2	92	97	102	59	84	98	78	81	90
COc1cc2c(cc1OC)C13CCN4CC5=CCOC(CC(=O)O)C(C5CC41)C3N2 (stereo not drawn)	101	107	106	83	120	90	/	106	107
CCN(CC)C(=O)[C@H]1CN(C)[C@@H]2Cc3c[nH]c4cccc(c34)[C@]23C[C@H]13	108	95	101	80	103	107	83	97	101
CC1CCC(OC(=O)CCl)CC1 (stereo not drawn)	97	99	109	79	92	96	93	97	109
ClCCN(CCCl)c1ccc(C2=NCCc3ccccc32)cc1	100	86	90	56	100	90	/	64	92
N#Cc1c[nH]c2ccccc12	103	106	103	77	114	105	100	87	101
CCN(CC)c1cccc(OC(=O)NC)c1	97	105	110	71	101	118	90	98	97
CCCCOP(=O)(CCl)OCCCC	98	98	105	96	109	90	88	92	96
C#C[C@]1(O)CC[C@H]2[C@H]3[C@H](CC[C@@]21C)[C@H]1CCC(=O)C=C1C[C@H]3C	110	95	103	83	103	113	90	91	106
CC(CCl)N(C)C (stereo not drawn)	97	107	109	97	103	101	83	97	93
O=C1C=C2c3ccccc3CC(C(=O)O)C2CC1 (stereo not drawn)	101&104	108&95	104&102	83	107&91	109&111	101	89&137	108&102
FCCN(CCF)c1cccc(Cl)c1	92	108	111	84	103	100	101	60	101
O=C(O)C1C(C(=O)O)C2(Cl)C(Cl)=C(Cl)C1(Cl)C2(Cl)Cl.[Hg] (stereo not drawn)	144	88	99	111	107	123	-50*	101	99
CCCC1(CCSC(=N)N)C(=O)NC(=O)NC1=O	113	103	100	85	111	96	106	90	98
C[C@]12CC[C@H]3[C@@H](CC=C4c5nc(-c6cccc(F)c6)sc5CC[C@@]43C)[C@@H]1CC[C@@H]2O	100	95	102	89	87	97	91	76	101
Cc1cccc(CN2CCNCC2)c1	107	106	104	101	106	119	97	99	107
CCOP(=O)(NC(C)(C)C)OCC	111	108	106	89	105	119	96	92	109
COc1ccccc1N1CCN(C(C)C)CC1	98	97	115	92	93	110	93	96	102
Cc1cc(N(CCCl)CCCl)ccc1/C=N\NC(=O)c1cccnc1	103&89	84&81	29&21	83&80	98&108	86&100	105&82	41&36	84&73
CCn1nccc1NC(=O)C(=O)c1cn(Cc2ccc(F)cc2)c2cccc(OC)c12	120	73	98	48	102	90	57	99	85
CCN(CC)CC(O)CN1CC2CCCCC2C1 (stereo not drawn)	97	104	110	71	124	112	92	89	107
C[N+](C)(C)CCOS(=O)(=O)[O-]	113	105	106	94	125	110	/	78	109
O=C(Nc1ccc([N+](=O)[O-])c(C(F)(F)F)c1)c1cc(-c2ccc(F)cc2F)ccc1O	111	89	101	82	102	106	88	83	94
CCC(CC)OC(=O)Cc1ccccc1	80	100	95	97	103	114	82	94	104
C=C(C)CC1(CC)C(=O)NC(=S)NC1=O	104&109	103&108	102&114	100&88	112&102	98&100	108	99&104	99&105
C/C=C1/CN2CC[C@@]34c5ccccc5N[C@@]23[C@H](O)C[C@@H]1C4(CO)C(=O)OC (stereo partly drawn)	99	101	106	86	89	110	93	98	112
Cc1sc2nc(N3CCN(C)CC3)[nH]c(=O)c2c1C	108	107	101	85	98	101	/	/	103
Cc1ccc2[nH]c(=S)n(-c3ccc(F)cc3)c(=O)c2c1	102	91	106	83	99	98	98	97	101

A portion of the library (hit frequency here may not be typical).
